Candida biofilm: kills Candida albicans biofilms; C. albicans biofilm + clotrimazole, Alamar Blue; inhibition, % at 6 µM; 85,000 tested, 0.14% active;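 active means inhibition above 20%; inactive means inhibition below 20%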;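 further: preformed 24 hr biofilms exposed to compound for 48 hr; 0% = biofilm without compound and 100% = blank killed by clotrimazole plus chlorhexidine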
hDAT+cocaine: modulates human dopamine transporter uptake under cocaine | AID 449768 | B-score at 10 µM | LLC-PK1 hDAT cells, [14C]-dopamine uptake with cocaine IC80; actives deviate in either direction | 110,000 tested, 1.3% active | Q01959;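 active means Z score or B-score, a plate-position-corrected score, falls beyond the plate's 99.7% confidence bounds, in either direction; inactive means both scores lie inside the 99.7% bounds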;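 further: scored against the spread of the other compound wells on the same plate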
Target sequence (Q01959 whole entry, looked up): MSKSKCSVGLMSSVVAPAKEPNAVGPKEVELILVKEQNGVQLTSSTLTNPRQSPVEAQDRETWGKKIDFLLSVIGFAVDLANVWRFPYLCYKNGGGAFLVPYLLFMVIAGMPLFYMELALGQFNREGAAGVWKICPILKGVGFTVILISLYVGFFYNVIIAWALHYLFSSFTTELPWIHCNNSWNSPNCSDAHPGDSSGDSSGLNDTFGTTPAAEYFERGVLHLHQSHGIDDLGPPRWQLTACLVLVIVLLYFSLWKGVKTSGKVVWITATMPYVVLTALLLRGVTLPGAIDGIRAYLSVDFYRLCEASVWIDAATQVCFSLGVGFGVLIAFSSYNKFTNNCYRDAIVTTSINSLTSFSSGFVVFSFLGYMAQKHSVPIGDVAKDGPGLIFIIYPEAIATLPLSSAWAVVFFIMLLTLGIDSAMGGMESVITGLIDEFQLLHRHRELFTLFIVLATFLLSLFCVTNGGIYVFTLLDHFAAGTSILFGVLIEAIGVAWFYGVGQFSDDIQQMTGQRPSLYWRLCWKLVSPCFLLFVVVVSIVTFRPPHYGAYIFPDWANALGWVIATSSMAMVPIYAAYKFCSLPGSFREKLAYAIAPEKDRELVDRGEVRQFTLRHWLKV
* = called active by the depositor; & = joins results of further samples. A portion of the library; count on the stated rates, not on these rows.

SMILES	Candida biofilm	hDAT+cocaine
CC1(C)O[C@@H]2C[C@H]3[C@@H]4C[C@H](F)C5=CC(=O)CC[C@]5(C)[C@H]4[C@@H](O)C[C@]3(C)[C@]2(C(=O)CO)O1	3.3	1.15
NCCCS(=O)(=O)O	6.9	1.14
COc1ccc(/C=C(/C#N)c2cccnc2)cc1OC	-1.9	0.377
Cc1cccc(Nc2ccccc2C(=O)O)c1C	8.4	0.813
CC1CC(C)CN(S(=O)(=O)c2ccc(NC(=O)C3COc4ccccc4O3)cc2)C1 (stereo not drawn)	3.8	0.122
Cn1c(Cn2c(=O)sc3ccccc32)nnc1SCC(=O)NCC1CCCO1 (stereo not drawn)	-7.1	-0.539
COc1ccc(CN2CCC(C(=O)N3CCN(c4ccccc4F)CC3)CC2)cc1OC	-2.1	0.824
COC(=O)C1CCN(c2nc3ccccc3nc2C(C#N)C(=O)NCCc2ccccc2)CC1 (stereo not drawn)	6.8	0.946
O=C(Nc1cccc(F)c1)c1ccc(S(=O)(=O)N2CCCC2)cc1	1.9	1.25
Oc1c(C(c2ccccc2)N2CCCCC2)sc2ncnn12 (stereo not drawn)	2.6	0.302
CC(C)Sc1nc(-c2cccs2)nc2c1c(=O)n(C)c(=O)n2C	4.0	1.34
Cn1c(Cn2c(=O)sc3ccccc32)nnc1SCC(=O)Nc1ccc(F)cc1	10.9	-0.846
CCCCCSc1nc(C)c(CC(=O)O)c(=O)[nH]1	2.7	0.662
O=S(=O)(c1ccccc1)N1CCC(N2CCCCCC2)CC1	3.1	-0.023
O=C(Nc1nc(-c2nc3ccccc3s2)cs1)c1ccco1	6.9	-1.78
Cc1ccccc1-n1c(Cn2c(=O)sc3ccccc32)nnc1SC(C)C	14.4	-0.295
Cn1c(Cn2c(=O)sc3ccccc32)nnc1SCC(=O)Nc1ccccc1F	13.2	-0.233
C=CCn1c(SCC(=O)NC23CC4CC(CC(C4)C2)C3)nc(O)cc1=O	10.9	-0.000445
CC(NC(=O)CN1CCN(Cc2ccc(Cl)cc2)C1=O)c1ccc2c(c1)OCCO2 (stereo not drawn)	4.7	-0.677
O=c1ccn([C@@H]2O[C@H](CO)[C@@H](O)[C@H]2O)c(=O)[nH]1	6.7	-0.56

In the list so far, 2 contain an NH in an aromatic ring:
SMILES	Candida biofilm	hDAT+cocaine
CCCCCSc1nc(C)c(CC(=O)O)c(=O)[nH]1	2.7	0.662
O=c1ccn([C@@H]2O[C@H](CO)[C@@H](O)[C@H]2O)c(=O)[nH]1	6.7	-0.56

Further records:
SMILES	Candida biofilm	hDAT+cocaine
Cn1c(=O)c2c(nc(CN3CCCCC3)n2Cc2c(F)cccc2Cl)n(C)c1=O	9.0	-0.616
COc1ccc(-c2nnc(NC(=O)c3ccccc3C)o2)cc1	3.2	0.0485
COc1ccccc1-n1c(=O)[nH]c2c(C(N)=O)nc(-c3cccnc3)nc21	6.4	-1.46
CN(C)C(=O)Oc1ccc[n+](C)c1	14.6	-0.489
CCS(=O)(=O)N1CCN(C(C)CCc2ccccc2)CC1 (stereo not drawn)	6.1	0.142
CCOC(=O)c1cc(-c2ccncc2)nc2c1c(C)nn2-c1ccccn1	-8.0	0.703
C#CCN(C)Cc1ccccc1	13.3	-0.176
CC1CN(c2ccc(Oc3ccccc3)cc2)c2nc3c(c(=O)n(CC(N)=O)c(=O)n3C)n2C1 (stereo not drawn)	5.0	0.0318
Cc1cccc(N2CCN(c3nc4ccc(Cl)cc4n4cnnc34)CC2)c1C	4.5	0.802
N#CCC(=O)Nc1sc2c(c1C(N)=O)CCCC2	2.5	-0.072
CCC(NC(C)C)C(O)c1ccc(O)c(O)c1 (stereo not drawn)	-2.6	-0.0739
Cn1c(Cn2c(=O)sc3ccccc32)nnc1SCC(=O)NCc1ccc(F)cc1	-6.4	-0.613
CN1CCc2c(n(CC(O)CN3C(=O)c4ccccc4S3(=O)=O)c3ccccc23)C1=O (stereo not drawn)	5.9	-0.671
CC(C)c1cc(C(=O)NC2CCCCC2)no1	-2.0	0.612
CCOCCn1c(CN2CCC(C)CC2)nc2c1c(=O)n(C)c(=O)n2C	10.2	0.707
CCn1c(-c2cc(OC)ccc2OC)csc1=Nc1c(C)n(C)n(-c2ccccc2)c1=O	3.2	0.318
CCCCCn1c(CCCNC(=O)CC)nc2ccccc21	0.2	0.0983
CCCCCCn1c(CN2CCN(C(=O)c3ccco3)CC2)nc2c1c(=O)n(C)c(=O)n2C	-6.7	0.272
COc1ccc(NC(=O)C2Cc3ccccc3C(=O)O2)cc1 (stereo not drawn)	3.7	0.203
O=c1c2ccccc2n(Cc2ccc(Cl)cc2)c(=O)n1Cc1ccco1	-2.5	-0.651
CN(C)c1ccc(O)c2c1CC1CC3[C@@H](N(C)C)C(=O)C(C(N)=O)=C(O)[C@]3(O)C(=O)C1=C2O (stereo partly drawn)	25.3*	-0.153
O=C(c1nnc(Cc2ccc(Cl)cc2)o1)N1CCc2ccccc2C1	1.9	1.25
Cc1cc(C(=O)O)sc1C	3.5	-0.679
CC[C@H](C)C(=O)O[C@H]1C[C@@H](C)C=C2C=C[C@H](C)[C@H](CC[C@@H]3C[C@@H](O)CC(=O)O3)[C@H]21	6.0	0.0551
O=C(NCc1ccco1)c1cccc2c1C(=O)N(C1CCCCC1)C2	2.4	-0.105
CCC(=O)Oc1ccc(C(CC)C(CC)c2ccc(OC(=O)CC)cc2)cc1 (stereo not drawn)	1.9	-0.0224
O=C(NCCCN1CCN(c2ccccc2F)CC1)C1CCC(=O)N1C1CCCC1 (stereo not drawn)	3.2	-0.874
Cn1c(Cn2c(=O)sc3ccccc32)nnc1SCC(=O)N1CCc2ccccc21	14.4	-0.228
Cc1cccc(-n2c(Cc3cc(=O)[nH]c(=O)[nH]3)nnc2SC(C)C)c1	0.3	-0.0177
Cc1cccn2c(N)c(-c3ccccc3)nc12	8.1	0
Nc1nnc(-c2cccc(Cl)c2Cl)c(N)n1	10.3	-0.793
CCOc1ccc(N(CC(=O)Nc2ccc(C)c(C)c2)S(=O)(=O)c2c(C)noc2C)cc1	3.5	0.0155
CCOc1ccccc1C(=O)Nc1nnc(CC)s1	5.2	0.598
COc1ccc(N2CCN(Cc3nc4c(c(=O)n(C)c(=O)n4C)n3CCc3ccccc3)CC2)cc1	14.1	-1.44
CCN1CCN(c2cc3c(cc2F)c(=O)c(C(=O)O)cn3C2CC2)CC1	24.4*	0.448
COc1ccccc1-c1c(C)oc2c(CN3CCN(C)CC3)c(O)ccc2c1=O	7.2	-0.911
O=C1CN(C(=O)COc2ccccc2)CCN1	13.1	-0.691
CCc1cc2c(=O)c(-c3nc4ccccc4n3C)c(C(C)C)oc2c(CN2CCN(C)CC2)c1O	-0.9	0.171
CCOC(=O)c1cn(-c2ccccc2)nc1-c1cccnc1	6.1	0.848
CCN(CC)C(=O)C1CCN(c2ncnc3c2cnn3-c2ccc(C)cc2C)CC1	9.6	1.5
O=C(Nc1ccc(S(=O)(=O)N2CCCC2)cc1)C1COc2ccccc2O1 (stereo not drawn)	4.3	-0.109
CCOC(=O)CSc1nnc(Cn2c(=O)sc3ccccc32)n1-c1ccccc1C	-2.1	1.15
Cn1c(Cn2c(=O)sc3ccccc32)nnc1SCc1ccccc1	3.1	-0.24
CCc1ccc(C2CC(c3ccc(Cl)cc3)n3nc(N)nc3N2)cc1 (stereo not drawn)	10.2	-1.16
Cc1nc2sc(C(c3cccs3)N3CCN(Cc4ccccc4)CC3)c(O)n2n1 (stereo not drawn)	7.8	-0.992
CCCCCCCC(=O)OCC(=O)[C@@]1(O)CC[C@H]2[C@@H]3CCC4=CC(=O)CC[C@]4(C)[C@H]3[C@@H](O)C[C@@]21C	10.7	0.15
C[C@]12CC[C@@H]3c4ccc(O[C@@H]5O[C@H](C(=O)O)[C@@H](O)[C@H](O)[C@H]5O)cc4CC[C@H]3[C@@H]1C[C@@H](O)[C@@H]2O	12.9	0.0982
CC1CC(C)CN(c2ncnc3c2cnn3-c2ccc(Cl)cc2)C1 (stereo not drawn)	4.9	-0.724
COc1cc([C@@H]2c3cc4c(cc3[C@H](O)[C@H]3COC(=O)[C@H]23)OCO4)cc(OC)c1OC	9.8	-0.988
COc1cc(C(c2sc3nc(C)nn3c2O)N2CCN(c3ccccc3)CC2)cc(OC)c1OC (stereo not drawn)	1.8	-0.0891
Nc1ccc(C(=O)O)c(O)c1	11.8&12.6	-1.51
COc1ccc(Cc2nnc(-c3cccc(C)c3)o2)cc1OC	24.0*	0.315
Nc1nc2ccc(OC(F)(F)F)cc2s1	0.4	0.704&0.0839
CCOc1ccc(NC(=O)c2ccc(N)cc2)cc1	9.8	0.108
CCOc1c(C)cc2[nH]c(CCC(=O)O)nc2c1C	3.7	0.694
OC(CCN1CCCCC1)(c1ccccc1)c1ccccc1	12.9	-0.0303
COc1ccccc1N1CCN(c2cc(C)nc3nc(C)nn23)CC1	0.3	0.069
O=C(O)/C=C/c1ccc(O)c(O)c1	12.0	-1.23
CCc1ccccc1NC1c2ccccc2C(=O)N1c1cc(C)ccn1 (stereo not drawn)	-5.0	-0.0199
Cc1ccc(C)c(CN2CCCNC2=O)c1	3.1	0.942

Compounds listed so far that contain a furan ring, fused or not:
SMILES	Candida biofilm	hDAT+cocaine
O=C(Nc1nc(-c2nc3ccccc3s2)cs1)c1ccco1	6.9	-1.78
CCCCCCn1c(CN2CCN(C(=O)c3ccco3)CC2)nc2c1c(=O)n(C)c(=O)n2C	-6.7	0.272
O=c1c2ccccc2n(Cc2ccc(Cl)cc2)c(=O)n1Cc1ccco1	-2.5	-0.651
O=C(NCc1ccco1)c1cccc2c1C(=O)N(C1CCCCC1)C2	2.4	-0.105

(continued)
SMILES	Candida biofilm	hDAT+cocaine
O=C(CCCn1ncn2c(cc3occc32)c1=O)N1CCc2ccccc2C1	4.8	-0.0447
CC(C)NS(=O)(=O)c1ccc2c(c1)oc(=O)n2C	-6.4	-0.544
COc1cc(-c2cc(C(=O)N3CCN(c4ccccn4)CC3)c3ccccc3n2)cc(OC)c1OC	6.1	3.73*
Cn1c(=O)[nH]c(=O)c2[nH]c(CN3CCN(Cc4ccccc4)CC3)nc21	10.2	-0.757
Cc1ccc(Cn2nnnc2CN2CCC(O)(c3ccccc3F)CC2)cc1	5.0	0.31
O=C1CCc2cc(S(=O)(=O)NCCC(=O)N3CCN(c4cccc(Cl)c4)CC3)ccc2N1	0.7	0.951
CCCn1cnc2c(cnn2-c2ccc(F)cc2)c1=O	5.1	-0.163
Nc1cc(-c2cccc(F)c2)nn1S(=O)(=O)c1cccc2nsnc12	18.2	0.175
O=C(Cn1nc(-c2ccccc2)ccc1=O)Nc1ccc(N2CCN(C(=O)c3ccccc3)CC2)cc1	3.1	1.03
C[C@H](CCC(=O)O)[C@H]1CC[C@H]2[C@@H]3C(=O)C[C@@H]4CC(=O)CC[C@]4(C)[C@H]3CC(=O)[C@]12C	3.6	-0.417
CSc1nnc(CNC(=O)c2ccccc2)n1-c1cccc(C)c1	17.8	-0.323
CCN(CC)c1c(-c2ccccc2)c2cc(C)ccc2[nH]c1=O	12.0	0.549

Arranged by the number under hDAT+cocaine (largest number first): 6 from the list above.
canonical_smiles	hDAT+cocaine
NCCCS(=O)(=O)O	1.14
O=C(Cn1nc(-c2ccccc2)ccc1=O)Nc1ccc(N2CCN(C(=O)c3ccccc3)CC2)cc1	1.03
COc1ccc(NC(=O)C2Cc3ccccc3C(=O)O2)cc1 (stereo not drawn)	0.203
CC(NC(=O)CN1CCN(Cc2ccc(Cl)cc2)C1=O)c1ccc2c(c1)OCCO2 (stereo not drawn)	-0.677
COc1cc([C@@H]2c3cc4c(cc3[C@H](O)[C@H]3COC(=O)[C@H]23)OCO4)cc(OC)c1OC	-0.988
Nc1ccc(C(=O)O)c(O)c1	-1.51
